Screening data from PubChem.
CHOP UPR activ = activators of apoptotic arm of unfolded protein response (CHOP) | CHO-CHOP luciferase reporter, UPR activation, luminescence; percent of tunicamycin response over DMSO baseline | activation, % at 10 µM | 330,000 tested, 0.34% active;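 active means at 10 µM dose, activation of 40% or more, normalized to positive control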;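 further: 100% = tunicamycin at 10 µg/mL and 0% = DMSO alone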
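Test system: CHO CHOP reporter cells. Input: 500 CHO-CHOP cells per well. Medium: F12 with 10% FBS. Technique: luciferase luminescence. Measure: percent activation relative to tunicamycin control. Dosing: 10 µM compound, 0.5% DMSO. Timing: 16-18 h cell attachment, then 6 h compound exposure, 37 °C.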
697 NFkB inh = inhibitors of the PMA/ionomycin-induced NF-kB reporter in 697 B cells; 330,000 tested, 0.33% active; 697 B-cell NF-kB luciferase reporter, 16 h; inhibition, % at 4 µM; AID 435022; in the data active means inhibition above about 35%
tim23-1 inh = growth inhibitors of tim23-1 mutant yeast | S. cerevisiae tim23-1 growth, BacTiter-Glo luminescence, 24 h | inhibition, % at 20 µM | 330,000 tested, 1.3% active;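 active means growth inhibition of the mutant yeast at or above 50%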;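 further: temperature-sensitive mutant grown at 25 °C; plate controls were DMSO-treated mutant yeast for no effect and medium wells lacking yeast for full effect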
APJ antag = blocks the human apelin receptor APJ; inhibition, % at 20 µM; 330,000 tested, 0.32% active; P35414; CHO-K1 APJ beta-arrestin complementation, luminescence;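 active means inhibition above about 40% at 20 µM, limit read from the data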;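 further: cells challenged with 10 nM apelin-13 agonist together with compound; plate controls were apelin-13 plus DMSO wells for no effect and DMSO wells lacking apelin-13 for full effect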
Target sequence (P35414 whole entry, looked up): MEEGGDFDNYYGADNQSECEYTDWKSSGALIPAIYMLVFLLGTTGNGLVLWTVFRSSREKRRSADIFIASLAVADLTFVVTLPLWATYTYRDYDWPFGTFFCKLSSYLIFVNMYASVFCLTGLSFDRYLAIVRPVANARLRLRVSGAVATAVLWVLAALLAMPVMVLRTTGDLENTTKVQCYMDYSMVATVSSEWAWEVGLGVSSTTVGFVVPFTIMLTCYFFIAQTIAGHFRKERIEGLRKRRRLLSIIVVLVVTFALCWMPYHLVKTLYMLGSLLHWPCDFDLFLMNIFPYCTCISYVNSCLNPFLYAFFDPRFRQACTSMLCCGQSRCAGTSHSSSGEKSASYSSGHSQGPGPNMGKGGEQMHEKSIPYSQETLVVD
APJ ag = agonists of human APJ apelin receptor | CHO-K1 APJ PathHunter beta-arrestin, luminescence; 0% DMSO wells, 100% apelin | 330,000 tested, 0.11% active | P35414 | activation, % at 20 µM;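 active means activation more than six SD over the plate average, tested at 20 µM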;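 further: 0% = DMSO alone and 100% = apelin-13 at 10 nM; some results filed as inactive read as strong as hits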
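system = engineered CHO-K1 APJ arrestin reporter cells | input = 1000 cells per well | timing = overnight seeding, 90 min compound at 25 °C, 1 h detection | measured by = enzyme-fragment complementation luminescence | read-out = beta-arrestin recruitment to APJ as agonist activity, luminescent signal | control set = negative DMSO alone, positive Apelin-13 at 10 nM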
Jurkat NFkB inh = lowers PMA/ionomycin-induced NF-kB signal in Jurkat cells; PMA/ionomycin-induced NF-kB luciferase reporter, luminescence; inhibition, % at 4 µM; 330,000 tested, 0.53% active; AID 435003; in the data active means inhibition above about 50%
Mdm2-MdmX inh = disrupts the human Mdm2-MdmX interaction; 330,000 tested, 3% active; SaOS-2 split-luciferase Mdm2/MdmX complementation, luminescence; inhibition, % at 8 µM;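 active means inhibition of at least 50% at 8 µM in the primary screen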
UPR XBP1 act = activators of adaptive arm of unfolded protein response (XBP1). 330,000 tested, 0.33% active. CHO-XBP1 luciferase reporter, IRE1-XBP1 UPR activation, luminescence; percent of tunicamycin response, DMSO as zero. activation, % at 20 µM;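 active means versus positive control, 20 µM dose yields 30% or more activation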;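 further: 100% = tunicamycin at 10 µg/mL and 0% = DMSO only wells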
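Material: CHO cell line with stable XBP1 luciferase reporter; schedule: 16-18 h cell attachment at 37 °C, then 6 h compound exposure; signal: glow luminescence from Steady-Glo reagent; medium: serum-containing F12 medium, 10% FBS; benchmarks: tunicamycin 10 µg/mL and vehicle-only wells; read-out: percent activation relative to tunicamycin reference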
Active calls of the source: *; & = joins results of further samples.

compound | APJ antag | Mdm2-MdmX inh | Jurkat NFkB inh | tim23-1 inh | CHOP UPR activ | APJ ag | 697 NFkB inh | UPR XBP1 act
COc1ccc(CCCc2nnc(SCC(=O)Nc3nc(C)cs3)n2C)cc1 | 3 | 7 | -23 | 10 | 0.6 | -4 | -2 | 0
CCn1c(SCC(=O)Nc2ncc(C(F)(F)F)cc2Cl)nnc1-c1cccc(C)c1 | -1 | 15 | 5 | 13 | -1.1 | -2 | 7 | -2
CCCOc1c(Br)cc(C2C3=C(CCCC3=O)N(CC)C3=C2C(=O)CCC3)cc1OC | -41 | -16 | -7 | 17 | -1.3 | 0 | -11 | -4
C/C(=N\NC(=O)c1cccnc1)c1ccc(-c2ccccc2)cc1 | 13 | -4 | 8 | 15 | 0.1 | -1 | -24 | -3
CN1C(C(=O)N2CCc3ccccc3C2)=CC(c2ccc(F)cc2)=NS1(=O)=O | 0 | 0 | 7 | 33 | -2.1 | -4 | -17 | -5
COc1ccc(CN(C)CC(O)COC(c2ccc(OC)cc2)c2ccc(OC)cc2)cc1 (stereo not given) | 2 | 33 | 25 | 6 | 0.1 | 0 | -7 | 5
C=CCNC(=O)C1CC(=O)N(c2ccc(OCC(=O)Nc3ccc(C)cc3)cc2)C1 (stereo not given) | -4 | -5 | -9 | -5 | -0.8 | 0 | -1 | -1
COC(=O)Nc1ccc(Cc2ccncc2)cc1 | 9 | -30 | 12 | -5 | -0.4 | -3 | 11 | 0
COc1ccc(S(=O)(=O)N(CC(=O)Nc2cccnc2)c2ccccc2OC)cc1 | -6 | 9 | -6 | 24 | -1.3 | -2 | -6 | -1
CCc1ccc(NC(=O)CSc2nnnn2-c2cccnc2)cc1 | 10 | -9 | -14 | 3 | 2.0 | -1 | -1 | 0
Cc1c(C)c2cc3c(C)coc3cc2oc1=O | 3 | -11 | -6 | 16 | 2.3 | -4 | -9 | 0
O=[N+]([O-])c1ccc(Sc2cc[n+]([O-])c3ccccc23)c([N+](=O)[O-])c1 | -61 | 23 | 28 | 39 | -0.7 | 3 | 37* | -4
CCc1ccc(-c2cc(C(=O)Nn3cnnc3)c3ccccc3n2)cc1 | 0 | -52 | -6 | 53* | -7.4 | 0 | -200 | -9
Fc1ccc(CNC(=S)NCc2ccc(F)cc2)cc1 | 4 | -17 | 13 | 8 | 0.5 | 1 | 3 | 1
O=C(Cc1ccc2ccccc2c1)Nc1ccccc1Br | 3 | 9 | -8 | -1 | 3.0 | 5 | 17 | 3
Nc1cccc(-c2nc3ncccc3o2)c1 | -25 | -6 | -20 | -2 | 2.9 | -1 | -14 | 0
CC1(C)CC2(CC(C)(C)N1)OC(=O)N1CCc3ccccc3C12C (stereo not given) | 7 | 16 | -1 | 6 | 2.3 | -1 | 7 | -2
O=C(NNC(=O)c1ccccc1O)c1ccc(-c2ccc([N+](=O)[O-])cc2)o1 | -70 | 43 | -5 | -7 | 0.5 | 5 | -9 | -2
Cc1cc([N+](=O)[O-])nn1Cc1noc(C(=O)NCCc2ccccn2)n1 | 11 | 9 | 15 | 15 | 0.9 | -1 | 17 | 1
CS(=O)(=O)N(Cc1ccc(C(=O)NC2CCCCC2O)cc1)c1ccccc1 (stereo not given) | 15 | 2 | 9 | 7 | -0.8 | 1 | 12 | -7
Cc1ccc(C(=O)C2=C(O)C(=O)N(c3ncccn3)C2c2ccc(Br)cc2)o1 (stereo not given) | -9 | -19 | -12 | 17 | 4.6 | 6 | -4 | 0
Cc1ccc(CNC(=O)Cn2nnc3ccccc3c2=O)cc1 | 12 | 13 | 2 | -13 | 0.1 | -2 | 16 | 1
O=C(NCc1ccc(F)cc1)Nc1ccccc1 | 3 | 0 | -26 | 5 | 2.4 | 1 | -30 | -3
O=C(c1cc2ccccc2oc1=O)N(Cc1ccco1)Cc1cccs1 | -3 | 1 | -10 | 36 | -1.6 | -4 | -6 | 2

Entries of single compounds from above. Screens in order: APJ antag, Mdm2-MdmX inh, Jurkat NFkB inh, tim23-1 inh, CHOP UPR activ, APJ ag, 697 NFkB inh, UPR XBP1 act
`Cc1cc([N+](=O)[O-])nn1Cc1noc(C(=O)NCCc2ccccn2)n1` is listed with 11, 9, 15, 15, 0.9, -1, 17, 1
`CC1(C)CC2(CC(C)(C)N1)OC(=O)N1CCc3ccccc3C12C` (stereo not given) is listed with 7, 16, -1, 6, 2.3, -1, 7, -2

Further records
compound | APJ antag | Mdm2-MdmX inh | Jurkat NFkB inh | tim23-1 inh | CHOP UPR activ | APJ ag | 697 NFkB inh | UPR XBP1 act
O=C(NCCCN1CCCC1)c1ccc(CSCc2cccc(Cl)c2)o1 | 10 | 13 | 7 | 7 | 2.0 | -4 | -10 | 1
COc1ccc(C)cc1NC(=O)c1cc(S(=O)(=O)N2CCCCC2)ccc1N1CCOCC1 | 4 | 28 | -2 | 25 | 1.2 | -2 | 11 | 0
O=C(NCc1ccco1)c1ccc(C(=O)NCc2ccco2)s1 | 8 | -20 | 6 | 3 | -2.0 | -2 | -1 | -3
NC(=O)c1nc(-c2ccco2)nc2c1[nH]c(=O)n2-c1ccc(Cl)c(Cl)c1 | 4 | 75* | 2 | -15 | -0.9 | -3 | 2 | -1
CCc1ccc(-c2nn(Cc3ccccc3)cc2C(=O)NCC2CCCO2)cc1 (stereo not given) | -2 | -25 | -16 | 22 | -0.8 | -4 | 18 | -3
COc1ccc(CC(=O)O/N=C(\N)c2ccccn2)cc1OC | -3 | 1 | -1 | -1 | 3.9 | -2 | -1 | -1
CCCC(=O)c1cc(F)c(N2CCN(C(=O)OCC)CC2)cc1C | -16 | -7 | -25 | 26 | -1.3 | -7 | -12 | -2
Clc1ccc(N2CCN(/N=C/c3cccnc3)CC2)cc1 | 11 | -10 | 7 | 25 | 2.5 | -1 | -3 | 4
COc1cccc(NC(=O)CCC2CCN(C(=O)c3c(C)noc3C)CC2)c1 | 17 | 19 | -1 | -10 | 2.3 | -1 | -12 | -4
Cc1nc(Sc2cccn2C)c(C(F)(F)F)c(=O)[nH]1 | -5 | -2 | 0 | 5 | -0.5 | -2 | 6 | 0
C(=N\n1cnnc1)/c1ccc2c(c1)OCCO2 | 18 | 16 | -3 | 7 | 0.6 | -3 | 7 | 2
Cc1cccc(CCNC(=O)CCS(=O)(=O)c2ccc(Br)cc2)c1 | 3 | -6 | -1 | 9 | 0.5 | -3 | 7 | -3
COc1ccc(C2=CSC3=NCCN23)cc1Cl | -1 | -4 | -21 | -8 | 4.3 | 3 | 2 | -2
C=CCn1c(=NC(=O)c2cc(Cl)sc2Cl)sc2cc(S(N)(=O)=O)ccc21 | 5 | 33 | 14 | 20 | 0.6 | -1 | 21 | 4
Cc1ccccc1OCC(=O)N(CC(C)C)c1c(N)n(CC(C)C)c(=O)[nH]c1=O | -8 | 23 | 2 | 37 | 0.3 | -1 | -33 | -4
CC(=O)N1CCN(c2ccc(NC(=O)c3ccc([N+](=O)[O-])cc3)cc2)CC1 | -2 | 6 | -3 | 2 | -0.3 | 1 | 7 | -3
COc1cc(C(=O)Nc2nnc(C3CC3)s2)ccc1OCc1c(C)noc1C | -4 | 14 | 4 | -8 | -1.0 | -4 | 29 | -2
N/C(=N\OC(=O)CC1CCCCC1)c1ccc(Cl)cc1 | -15 | -9 | -12 | 26 | 3.2 | 1 | -14 | 1
CCCNc1nc(-c2ccccc2)c(C(=O)OCC)cc1C#N | 21 | 63* | 43 | -5 | -0.5 | -1 | -43 | 8
CCOc1cc(C(=O)N/N=C\c2cn(CC)nc2C)cc(OCC)c1OCC | -6 | -19 | 7 | 7 | 5.6 | 1 | -5 | -2
Cc1cc(C)n2nc(SCC(=O)NC(=O)c3ccccc3Cl)nc2n1 | 3 | 2 | 3 | 8 | -0.9 | -1 | 9 | 0
Cc1ccc(SCCC(=O)OC(C)C(=O)Nc2ccccc2)cc1 (stereo not given) | 7 | 11 | 8 | -3 | -0.9 | 4 | 9 | -1
CCN(CC)C(=O)c1ccc(Nc2nnc(C)c3ccccc23)cc1 | -2 | 7 | -9 | -3 | -0.1 | -2 | 30 | 3
O=[N+]([O-])c1ccc2nc(SCc3cn4cccnc4n3)[nH]c2c1 | -11 | 2 | -5 | -10 | 1.6 | 0 | -1 | 0
COc1cccc(CNc2ccc3c(c2)CCC3)c1 | 14 | 22 | -62 | -2 | 13 | -4 | -72 | -1
O=C(Cn1nnc2ccccc2c1=O)Nc1ccc(S(=O)(=O)N2CCOCC2)cc1 | 9 | 26 | 4 | 1 | 1.1 | 1 | 7 | 0
Nc1cc(S(=O)(=O)N2CCOCC2)ccc1Oc1ccc(F)cc1 | 0 | 5 | 7 | 9 | -0.3 | -1 | 1 | 3
O=C(CCCOc1ccc(Cl)cc1Cl)N1CCCc2ccccc21 | 18 | 16 | -33 | 19 | 3.3 | -2 | -20 | -3
CN(C)Cc1ccccc1Sc1ccc(O)cc1O | 6 | 21 | 6 | 4 | -0.9 | -2 | 13 | 0
COc1cc(OC)cc(C(=O)Nc2ccc(S(=O)(=O)Nc3ccccn3)cc2)c1 | -8 | 26 | 6 | -9 | -0.1 | 4 | 13 | 4
CNC(=O)c1sc(-c2ccc(Cl)cc2)nc1C | 6 | -44 | -46 | 27 | 2.4 | -2 | -80 | 7
COc1ccc(-c2nc3ccccc3s2)cc1O | 7 | 2 | -3 | 0 | -7.8 | 0 | -83 | -7
O=C(NNC1CC(=O)N(c2ccccc2)C1=O)c1ccco1 (stereo not given) | -5 | 17 | 9 | 11 | 1.0 | -3 | 6 | -2
COc1cc(SC)ccc1C(=O)Nc1nc(C)cc(C)n1 | 23 | 13 | -5 | 5 | 1.6 | -4 | 16 | 0
CCc1nn2c(N)c(/C=C3\C=Nc4ccccc43)c(=O)nc2s1 | 9&13 | -17&4 | 13&13 | 10&-13 | 2.8&-0.5 | -4&3 | 5&1 | 4&-1
Cc1ccc2c(CC(=O)N3CCN(S(=O)(=O)c4ccccc4)CC3)coc2c1 | 23 | 9 | -9 | 15 | -1.6 | -4 | -5 | -1
CSCC[C@@H](Nc1nc(-c2ccccc2)nc2c1oc1ccccc12)C(=O)O | 7 | 15 | -10 | 11 | -2.4 | -5 | 4 | -2
O=C(Cn1cnc2ccccc2c1=O)NCCC(=O)Nc1ccccc1C(F)(F)F | -9 | -5 | -21 | -7 | 0.6 | -4 | -1 | 1
CCN1CCN(C(=S)Nc2ccc3nc4n(c(=O)c3c2)CCCCC4)CC1 | 11 | 2 | -2 | 22 | -1.7 | -1 | -1 | -3
Cc1ccc(OCC(=O)NC2=NCCS2)cc1 | 1 | -2 | -46 | 6 | -3.1 | 0 | -2 | 2
CCCOc1ccc(N2C(=O)CC(N3CCN(c4nc5ccccc5s4)CC3)C2=O)cc1 (stereo not given) | 3 | 19 | -1 | -10 | 0.1 | -3 | 5 | -5
CN(C)S(=O)(=O)c1ccc(C(=O)Nc2nnc(SCc3ccccc3)s2)cc1 | -13 | 32 | -1 | -2 | -0.1 | 3 | 16 | -1
O=S(=O)(NCC1(N2CCOCC2)CCCCC1)c1ccc(F)c(F)c1F | 10 | 7 | -6 | 7 | 0.5 | -1 | -7 | -2

Random draw from the library, and some 5% of all compounds hit somewhere here.
